Screens as filed in PubChem.
GDH-TPI counter – GDH-TPI coupled enzyme inhibition counter-screen; GDH-TPI coupled enzyme counterscreen, NADH absorbance; inhibition, % at 4.8 µM; hit rate 1.2% among 360,000; in the data active means inhibition above about 30%;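 further: 0% = DMSO wells and 100% = wells lacking the enzyme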
TcdB inh – blocks C. difficile toxin B glycohydrolase activity; hit rate 0.24% among 350,000; P18177; inhibition, % at 9.99 µM; TcdB glycohydrolase enzymatic assay, plate reader; in the data active means inhibition above about 10%
FadD28 binding – M. tuberculosis FadD28 bisubstrate binding inhibition | hit rate 0.22% among 360,000 | inhibition, % at 12.5 µM | FadD28 bisubstrate probe binding, fluorescence polarization; in the data active means inhibition above about 8.5%, passing the limit was not always enough; inconclusive means no clear call, values can overlap the other calls
Yp Topo-I inh – Y. pestis Topo-I inhibition via cleavage products | AID 504884 | activity, % at 10 µM | hit rate 0.064% among 360,000 | Y. pestis Topo-I cleavage product accumulation, plate reader; in the data active means activity above about 50%, passing the limit was not always enough; inconclusive means no clear call, values can overlap the other calls; further: inactives centre near 2
PfHsp40 rescue – restores yeast growth despite PfHsp40 toxicity; growth rescue, % at 12.5 µM; hit rate 0.68% among 340,000; S. cerevisiae expressing PfHsp40, growth rescue, ATP luminescence; in the data active means growth rescue above about 28%, passing the limit was not always enough; inconclusive means no clear call, values can overlap the other calls;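 further: yeast W303a lacking pdr1 and pdr3 grown in galactose medium; growth measured after three days at 30 °C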
FBA Mtb inh – Mtb fructose-bisphosphate aldolase inhibition; inhibition, % at 1 µM; hit rate 2.3% among 360,000; purified M. tuberculosis FBA, fluorescence read-out; in the data active means inhibition above about 27%;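 further: 0% = vehicle and 100% = reference inhibitor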
UGM FP inh – inhibitors of M. tuberculosis UDP-galactopyranose mutase. inhibition, % at 10 µM. purified UGM, fluorescence polarization probe displacement. P9WIQ1. hit rate 0.06% among 320,000; in the data active means inhibition above about 10%, passing the limit was not always enough; inconclusive means no clear call, values can overlap the other calls
BH1578 lux ind – induces V. cholerae light production without autoinducers; hit rate 0.16% among 350,000; activation, % at 18.7 µM; V. cholerae BH1578 lux reporter, luminescence, 6 h; in the data active means activation mostly above about 9.7%, no sharp cut-off; inconclusive means no clear call, values can overlap the other calls; inactive means mostly below about 3.7%; further: not every result past the cut was called active; inactives centre near 0; reference of the scale not given here
Mtb BioA inh – blocks M. tuberculosis BioA enzyme activity | purified M. tuberculosis BioA enzyme, plate reader | inhibition, % at 9.99 µM | hit rate 0.096% among 360,000 | AID 602481; in the data active means inhibition above about 40%; inconclusive means no clear call, values can overlap the other calls
* marks the source's active call; other numbers are inactive results; i = inactive; ? = inconclusive; nt = no result given.

Start of the listing, in advance:
SMILES	GDH-TPI counter	TcdB inh	FadD28 binding	Yp Topo-I inh	PfHsp40 rescue	FBA Mtb inh	UGM FP inh	BH1578 lux ind	Mtb BioA inh
CCOC(=O)c1cnc(SCc2nc(N)nc(Nc3ccc(F)cc3)n2)nc1N	10	nt	-4.0	11	-0.6	-4	-0.2	1.8	-0.2
COC(=O)c1cn(Cc2cccnc2)c(=O)c2ccccc12	0	1.7	-1.8	-16	-1.0	5	1.2	-0.1	3.8
Cc1c(C(Nc2ccccn2)c2ccccc2)c(=O)n(-c2ccccc2)n1C (centres undefined)	6	nt	0.6	2	2.0	5	-0.1	i	0.9
COC(=O)C1=C(CN2CCN(C)CC2)NC(=O)NC1c1cc(C)ccc1C (centres undefined)	-5	nt	-1.0	-4	0.0	-1	-1.6	7.1	0.8
CCOc1cc(Cl)c(S(=O)(=O)NCc2cccnc2)cc1Cl	-7	-6.5	-3.1	3	1.9	0	0.0	-0.3	1.7
O=C(CCN1C(=O)c2ccccc2C1=O)NCCCn1ccnc1	-2	-0.5	-0.7	-4	0.1	-4	-1.2	-0.9	0.4
CCCCc1ccc(CC2S/C(=C(\C#N)C(=O)N3CCOCC3)N(c3ccccc3)C2=O)cc1 (centres undefined)	-2	nt	-2.1	2	0.6	1	-1.4	-5.6	-0.5

Results, from the first entry:
SMILES	GDH-TPI counter	TcdB inh	FadD28 binding	Yp Topo-I inh	PfHsp40 rescue	FBA Mtb inh	UGM FP inh	BH1578 lux ind	Mtb BioA inh
CCOC(=O)c1cnc(SCc2nc(N)nc(Nc3ccc(F)cc3)n2)nc1N	10	nt	-4.0	11	-0.6	-4	-0.2	1.8	-0.2
COC(=O)c1cn(Cc2cccnc2)c(=O)c2ccccc12	0	1.7	-1.8	-16	-1.0	5	1.2	-0.1	3.8
Cc1c(C(Nc2ccccn2)c2ccccc2)c(=O)n(-c2ccccc2)n1C (centres undefined)	6	nt	0.6	2	2.0	5	-0.1	i	0.9
COC(=O)C1=C(CN2CCN(C)CC2)NC(=O)NC1c1cc(C)ccc1C (centres undefined)	-5	nt	-1.0	-4	0.0	-1	-1.6	7.1	0.8
CCOc1cc(Cl)c(S(=O)(=O)NCc2cccnc2)cc1Cl	-7	-6.5	-3.1	3	1.9	0	0.0	-0.3	1.7
O=C(CCN1C(=O)c2ccccc2C1=O)NCCCn1ccnc1	-2	-0.5	-0.7	-4	0.1	-4	-1.2	-0.9	0.4
CCCCc1ccc(CC2S/C(=C(\C#N)C(=O)N3CCOCC3)N(c3ccccc3)C2=O)cc1 (centres undefined)	-2	nt	-2.1	2	0.6	1	-1.4	-5.6	-0.5
Cc1ccccc1N1CCN(Cc2ccc(Br)o2)CC1	14	1.0	-1.4	-2	-1.1	1	0.3	-0.3	0.5
CC(=O)c1ccccc1OCCCCN1CCCCC1	0	0.7	-4.1	-11	0.5	-1	2.3	i	-1.6
CCCC1CC(C(=O)Nc2ccccc2)C(=O)O1 (centres undefined)	4	1.0	-1.2	-12	-0.3	-2	3.2	5.3	1.1
O=C(NCc1ccccc1)N1CCN(CCO)CC1	7	1.3	-2.0	-1	0.0	1	0.0	-0.4	3.9
CCN(C(=O)CN1C(=O)NC2(CCc3ccccc32)C1=O)C1CCCCC1 (centres undefined)	9	2.1	0.3	5	-1.0	4	-0.3	-1.0	-1.6
CCOC(=O)C=C(C(=O)OCC)C(=O)OCC	2	0.4	-2.2	-13	-1.2	6	nt	i	nt
COc1ccc(-c2cc(C(=O)Nc3ccccc3N3CCOCC3)c3ccccc3n2)cc1OC	11	1.9	-3.2	29	-0.6	-1	-1.2	-0.2	0.0
CN(C)CCCN1c2ccc(O)cc2Sc2ccc(Cl)cc21	-1	-13	-1.8	-43	nt	2	nt	0.7	0.6
Cc1ccccc1OCc1nnc(SCC(=O)N2c3ccccc3Sc3ccc(Cl)cc32)o1	7	nt	-5.2	39	0.6	-4	3.5	-3.0	-1.2
CC(=O)N1CCOC12CCN(Cc1ccccc1)CC2	6	0.5	-3.5	2	nt	0	nt	-11	-1.4
CCC(=O)Oc1ccc(C(=O)Nc2c[nH]c(=O)[nH]c2=O)cc1	-6	1.1	-3.6	2	-0.5	0	1.0	-0.4	nt
CCOc1ccc(C(C)=O)cc1N1C(=O)C2C3C=CC(C3)C2C1=O (centres undefined)	-3	-0.3	-1.6	4	-1.4	4	-2.8	0.9	nt
CCNC(=S)Nc1ccc2c(c1)c(=O)n(C)n2Cc1ccc(Cl)cc1	9	1.4	-1.4	11	nt	60*	nt	0.0	10
COc1ccc2c(c1OC)C(=O)N(c1ccc(C)cc1)C2	0	0.4	-1.3	1	1.8	2	-0.2	-0.2	nt
O=C(NCc1csc(-c2cccs2)n1)c1cccc(Cl)c1	3	-0.4	-1.9	12	0.0	4	-2.5	-0.5	nt
CC(=O)c1cccc(NC(=O)c2ccc(C(=O)Nc3cccc(C(C)=O)c3)nc2)c1	5	-0.4	0.0	2	-0.2	6	4.7	i	nt
S=c1[nH]nc(-c2ccccc2)n1Cc1ccccc1	15	nt	1.3	-9	0.2	2	1.4	-3.7	-2.4
COc1ccccc1CC(=O)N1CCC(n2nccc2NC(=O)C2CCOC2)CC1 (centres undefined)	0	-0.1	-2.8	11	2.7	0	0.5	i	-1.4
SMILES	GDH-TPI counter	TcdB inh	FadD28 binding	Yp Topo-I inh	PfHsp40 rescue	FBA Mtb inh	UGM FP inh	BH1578 lux ind	Mtb BioA inh
O=C(Cn1c(=O)cnc2ccccc21)Nc1cccc(S(=O)(=O)N2CCOCC2)c1	10	-0.4	-1.0	10	1.1	4	2.1	5.0	3.3
Cn1c(SCC(=O)c2c(N)n(C)c(=O)n(C)c2=O)nnc1-c1ccccc1	-4	nt	-3.4	3	-1.1	-1	-3.2	i	-3.0
O=C(CCc1ccccn1)N1CCCC(Nc2cccc(F)c2)C1 (centres undefined)	13	0.7	-2.1	-4	-0.9	1	0.3	-0.9	0.9
OC(CNCCCN1CCCCC1)COc1ccccc1 (centres undefined)	7	nt	-2.2	-7	0.1	1	1.7	-0.3	-1.2
O=C1CCCC2=C1C(c1ccsc1)CC(=O)N2c1ccccc1F (centres undefined)	3	1.4	-5.0	-4	-1.0	1	3.0	-0.3	-0.5
CN(C)CCCNC(=S)N(CCO)Cc1cc2cc3c(cc2[nH]c1=O)OCO3	21	0.5	-2.1	-2	0.8	23	3.5	-0.5	-1.0
C=CCc1ccccc1Oc1cc(OC)nc(N)n1	0	2.1	-7.1	3	?	-2	nt	-0.7	0.6
C=CCn1c(SCC#N)nc2sc(CC)cc2c1=O	-2	0.2	-3.8	-10	-0.9	-2	2.3	2.4	3.8
Cc1ccc(C(=O)Nc2cccc3cccnc23)cc1C	9	1.9	-2.7	2	1.9	1	-1.0	-0.7	-2.4
COc1ccc(NC(=O)COC(=O)c2cc(C)oc2C)cc1OC	0	-2.5	-2.5	-5	1.5	0	-3.2	i	-0.6
COc1ccc(CN=C2NN=C(c3ccc(Cl)cc3)CS2)cc1	-3	0.9	-3.2	-11	-1.3	-9	-3.3	-1.1	nt
CC1CCN(C(=O)Nc2cccc(NC(=O)N3CCC(C)CC3)c2)CC1	0	nt	-1.7	-2	0.5	-1	0.6	-0.7	-0.4
O=C(NCC(c1ccco1)N1CCN(c2ccccc2F)CC1)c1ccco1 (centres undefined)	2	0.7	-0.1	0	-0.1	-2	-0.8	i	0.4
CCCCCC1CC(CC(C)C(=O)Nc2nncs2)C(=O)O1 (centres undefined)	3	0.7	-1.9	2	-1.3	-4	-2.4	-0.3	1.9
O=C1C2C3C=CC(C3)C2C(=O)N1CCN1CCN(S(=O)(=O)c2ccc3ccccc3c2)CC1 (centres undefined)	13	-6.1	-0.8	-9	0.7	-6	10*	-0.2	-3.2
Nc1ccc(Br)cc1Br	-7	-1.1	-2.8	4	0.2	0	1.6	i	nt
Cc1ccc(N2C(=O)NC(=O)/C(=C\c3cc(C)n(-c4cc(C(=O)O)cc(C(=O)O)c4)c3C)C2=O)cc1	12	-3.1	0.2	-3	-0.3	2	2.7	-0.6	-1.2
Cc1cccc(CSc2ncccc2C(=O)O)c1	-3	0.3	-3.6	-6	-0.3	1	0.4	-0.5	-1.5
Cc1cc(=O)oc2c(C)cc(C(C)(C)C)cc12	11	0.9	-0.3	-8	1.4	5	nt	-1.7	-0.6
COCc1cccc(-c2csc(C(NC(C)=O)c3ccc(F)c(F)c3)n2)c1 (centres undefined)	0	1.6	-3.2	9	nt	-1	nt	i	0.8
O=C(COC(=O)CCC(=O)Nc1nccs1)NCc1ccco1	5	nt	-0.4	-2	2.3	0	0.6	-2.5	-0.8
Cc1cccc(Cc2nnc(CCC(=O)N(C)Cc3ccncc3C)o2)c1	2	3.2	-0.3	3	0.3	-2	0.2	-0.3	nt
Cc1ccc(Cl)cc1NC(=O)Cn1nc(-c2cccs2)ccc1=O	2	-2.9	-1.6	5	0.5	3	2.8	-0.2	6.5
O=C(Nc1ccc(F)cc1)N1CCCN(c2nccc(C(F)(F)F)n2)CC1	9	2.2	-1.0	-4	-0.3	3	-4.3	-0.5	nt
Cc1cc(NC(=O)COc2ccccc2C)ccc1NC(=O)c1ccco1	9	-0.4	0.0	16	1.1	0	-0.3	-0.3	-0.8

Two entries picked at random from the list so far, as already listed:
SMILES	GDH-TPI counter	TcdB inh	FadD28 binding	Yp Topo-I inh	PfHsp40 rescue	FBA Mtb inh	UGM FP inh	BH1578 lux ind	Mtb BioA inh
O=C(COC(=O)CCC(=O)Nc1nccs1)NCc1ccco1	5	nt	-0.4	-2	2.3	0	0.6	-2.5	-0.8
Cc1cc(NC(=O)COc2ccccc2C)ccc1NC(=O)c1ccco1	9	-0.4	0.0	16	1.1	0	-0.3	-0.3	-0.8

Additional records.
SMILES	GDH-TPI counter	TcdB inh	FadD28 binding	Yp Topo-I inh	PfHsp40 rescue	FBA Mtb inh	UGM FP inh	BH1578 lux ind	Mtb BioA inh
Cc1nc(-c2ccccc2)sc1-c1ccn[nH]1	13	1.1	0.7	3	1.2	110*	-0.7	i	1.2
Cc1cccc(NCc2ccccc2O)c1C	-4	nt	-1.7	-2	0.6	-5	-1.2	-0.2	-0.6
COc1ccc(NC(=O)C2Cc3c(-c4cccc(C(C)=O)c4)ccnc3O2)cc1OC (centres undefined)	14	-0.2	-0.5	-2	nt	0	nt	-0.3	4.1
C#Cc1ccc(NC(=O)C2(C)CCN2C(=O)C2(c3ccccc3)CC2)cc1 (centres undefined)	2	0.8	-3.0	26	nt	-2	nt	-0.3	-0.4
CSc1nc(N)nc(SCC(=O)Nc2ccc(Cl)cc2)c1C#N	3	nt	-5.3	5	0.4	-2	-0.7	-0.4	0.7
COC(=O)CCNC(=O)c1nn(Cc2ccccc2)c(=O)c2ccccc12	6	0.1	-1.9	3	-0.6	0	0.4	-2.2	0.6
C=CCn1c(SCc2cccc3ccccc23)nnc1-c1cccnc1	9	nt	-1.0	20	1.0	2	2.7	i	2.8
O=C(CN1N=C(c2ccc(Cl)cc2)CCC1=O)NCc1cccnc1	-2	nt	-3.1	6	3.5	-2	-1.8	i	-0.3
O=C(O)Cn1nc(C(F)(F)F)c2c1CCC2	6	nt	-2.5	3	0.1	1	0.1	-1.7	-1.6
Cc1ccc(-[n+]2c(Cc3nn(-c4ccccc4)c(C)[n+]3-c3ccc(C)cc3)nn(-c3ccccc3)c2C)cc1	4	0.6	-0.3	-2	nt	-1	nt	i	-1.2
CC1(C)Cc2c(sc3nc(SCC(=O)NCc4ccccc4)n(-c4ccccc4)c(=O)c23)CS1	2	nt	0.3	9	1.4	2	1.6	nt	-2.3
CCN(CC)S(=O)(=O)c1csc(C(=O)NCc2ccccc2)c1	10	nt	-1.8	2	1.3	0	1.2	i	1.6
O=c1cc(-c2ccccc2Cl)oc2c(Br)ccc(O)c12	9	nt	0.8	-5	-0.2	9	-4.7	-1.0	-6.4
CN(C)c1cccc2c1c(NS(=O)(=O)c1cn(C)cn1)nn2C	13	1.2	-1.5	19	0.5	1	0.4	-1.9	-0.6
COc1cccc(CNC(=O)CCCC(=O)Nc2cccc([N+](=O)[O-])c2)c1	-5	1.3	-1.3	-7	-0.6	0	-1.6	i	1.2
CCOC(=O)C1CCN(C(=O)c2ccc3c(c2)NC(=O)/C(=C/c2ccccc2)S3)CC1	19	-0.8	-1.6	6	3.2	3	0.5	2.6	2.8
